# Compound activity: PubChem BioAssay, several laboratories
# FAS TE block: FAS thioesterase (human) inhibition; recombinant FAS-TE, OMFH fluorogenic substrate, fluorescence endpoint; inhibition, % at 15 µM; 360,000 compounds, 0.67% hits; AID 602261;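 active = compounds whose normalised, plate-corrected inhibition of enzyme fluorescence in the single-dose primary screen is 50% or more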;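 also: 0% = DMSO with enzyme and 100% = substrate without enzyme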
# CendR NRP1 mod: alters CendR peptide binding to human NRP-1 | O14786 | FAM-RPARPAR peptide binding to NRP-1, fluorescence polarization | inhibition, % at 25 µM | 360,000 compounds, 0.85% hits;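 active = inhibition or corrected inhibition above about 18%, plus a signal ratio from 0.5 to 1.5, limit read from the data, passing the limit was not always enough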; also: strong numbers were not always called active
# SKN-1 inh: C. elegans SKN-1 inhibition. C. elegans VP596 Pgst-4::GFP/RFP ratio, acrylamide-induced, 24 h. inhibition, % at 21.8 µM. 360,000 compounds, 0.49% hits;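 active = interference check ratio from 0.5 to 1.5 plus GFP to RFP signal ratio inhibition reaching or exceeding a fixed threshold, cut at about 30% in these data, passing the limit was not always enough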; also: some compounds called inactive have numbers as strong as hits
# Rin1 Abl inh: human Rin1-Abl interaction inhibition. P00519+Q13671. TR-FRET Rin1/Abl binding, biochemical. inhibition, % at 7.35 µM. 360,000 compounds, 0.4% hits. AID 588664; in the data active = inhibition above about 5%, passing the limit was not always enough
# MT1-MMP act inh: blocks activation of human MT1-MMP. 360,000 compounds, 0.061% hits. HT1080 RFP-PRO-GFP cells, GFP/RFP ratio fluorescence, overnight; percent of plate control window, DMSO zero. AID 651647. GFP/RFP ratio change, % at 20 µM;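 active = GFP/RFP ratio change of at least 30% with cell ATP level not reduced by more than half and red fluorescence within 50% of control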; also: strong numbers were not always called active
#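 Read-out: GFP/RFP fluorescence ratio; Test system: RFP-PRO-GFP reporter HT1080 cells; Compound dosing: single-point 20 µM compound, 1% DMSO; Times: overnight compound exposure at 37 °C.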
# MsrA act: activates bovine MsrA enzyme; purified bovine MsrA, absorbance read-out; activation, % at 10.6 µM; 360,000 compounds, 0.3% hits; AID 602163; in the data active = activation above about 7.5%;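 also: 0% = vehicle and 100% = reference activator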
# eLon inh: inhibits E. coli Lon protease; P0A9M0; purified E. coli Lon protease, fluorescence polarization; inhibition, % at 7.94 µM; 360,000 compounds, 0.42% hits; AID 602123; in the data active = inhibition above about 13%, passing the limit was not always enough;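 also: 0% = enzyme with probe and DMSO and 100% = no enzyme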
# MsrA inh: bovine MsrA inhibition | purified bovine MsrA, absorbance read-out | inhibition, % at 15.5 µM | 360,000 compounds, 0.75% hits; in the data active = inhibition above about 4.5%;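 also: 0% = vehicle wells with enzyme and 100% = reference inhibitor wells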
# Neddylation inh: cullin neddylation inhibition. P61081+Q13564. TR-FRET cullin neddylation, biochemical. calls only at 25 µM. 360,000 compounds, 0.58% hits. AID 651699; in the data active = inhibition above about 36%
# An asterisk follows results filed as active; i = inactive; / = no result given.
Molecule | MsrA act | Rin1 Abl inh | Neddylation inh | FAS TE block | MT1-MMP act inh | MsrA inh | SKN-1 inh | eLon inh | CendR NRP1 mod
COc1ccc(NC(=O)c2ccco2)cc1NC(=O)c1cccs1 | -3.3 | 0.2 | i | -6.4 | 4.8 | 0.6 | 6.0 | -4.5 | -7.2
O=C(c1cccc(S(=O)(=O)N2CCOCC2)c1)N(Cc1ccco1)Cc1cccs1 | -3.2 | -5.2 | i | 3.9 | 5.9 | -0.3 | 7.3 | 7.6 | 12.9
O=C(COC(=O)c1cncc(Br)c1)NCc1cccs1 | 5.9 | 1.1 | i | -1.4 | -0.1 | 1.6 | 6.9 | 5.7 | 9.4
CCCCn1c(SCC(=O)NCc2ccco2)nc2ccc(N3CCOCC3)cc2c1=O | 1.1 | -4.5 | / | 5.5 | -4.8 | 0.5 | -16.1 | 5.1 | 0.1
O=C(NCCN1CCOCC1)c1ccc(Cl)c(S(=O)(=O)N2CCCCC2)c1 | -3.8 | -2.4 | i | -6.3 | 5.8 | 0.8 | -14.2 | -3.9 | -4.2
COc1cc(/C=N/Nc2cccc3cccnc23)cc(OC)c1O | -0.2 | -5.2 | i | 7.2 | -5.6 | -0.2 | 0.9 | -0.3 | -11.4
C=CC[C@@H](CC(=O)N[C@@H](CO)Cc1ccccc1)C(=O)N[C@H](COC(=O)[C@H](CC=C)CC(=O)OC(C)(C)C)Cc1ccccc1 | -1.9 | -2.5 | i | 1.3 | -6.8 | -0.6 | 0.3 | -3.9 | 20.4
CCCC(=O)Nc1nc(C)c(-c2csc(Nc3ccccc3C)n2)s1 | -3.8 | 1.7 | i | -3.9 | -4.7 | 0.9 | 16.5 | -11.1 | -20.4
CCOC(=O)C1=C(C2=CCCCC2)c2ccc(OC)cc2N(S(=O)(=O)C(F)(F)F)C1C(=O)OCC (configuration not stated) | -1.0 | 1.2 | i | 10.7 | 0.4 | / | -11.1 | -6.4 | -4.3
CC(C)(C)c1[nH]nc2c1C(c1ccsc1)C(C#N)=C(N)O2 (configuration not stated) | -0.8 | -0.2 | i | 12.4 | 2.8 | 0.1 | 15.0 | 3.1 | 0.0
CCCCNC(=O)CSc1nnc(NC(C)=O)s1 | 0.7 | 1.1 | i | -9.4 | -2.4 | -0.2 | 7.3 | -0.7 | 4.5
NS(=O)(=O)c1ccc(N/N=C/c2ccc(O)cc2O)c([N+](=O)[O-])c1 | -6.0 | -11.8 | i | 10.8 | 14.9 | 6.2* | -9.2 | -0.4 | 15.9
CC(C)c1ccc(NS(=O)(=O)c2ccc3c(c2)oc(=O)n3C)cc1 | -1.9 | 1.8 | i | 26.8 | -1.5 | -0.9 | 22.3 | -5.1 | -5.6
COC(=O)c1cc(C(=O)CSc2nc(C)cc(C)n2)ccc1O | -4.2 | 3.1 | i | -3.6 | 3.4 | 1.4 | -5.5 | 4.7 | -12.5
CCC1Oc2ccccc2N(CC(=O)NCCCN2CCN(Cc3ccccc3)CC2)C1=O (configuration not stated) | -1.5 | 1.4 | i | -4.1 | 0.7 | -0.5 | 8.1 | -3.7 | -3.3
OC(c1ccccc1)c1ncc(-c2ccc(C(F)(F)F)cc2)[nH]1 (configuration not stated) | -1.4 | 0.8 | i | -0.2 | 4.1 | 0.1 | 32.7 | -12.5 | 4.7
C/C(N)=C(/C#N)C(=O)COC(=O)C1=NN(c2ccccc2)C(=O)CC1 | -2.1 | 0.5 | i | -0.4 | -5.5 | 0.5 | -13.4 | -11.5 | -5.1
COc1ccc(-c2nnc(SCc3ncc(-c4ccccc4)o3)o2)cc1 | -0.8 | -0.1 | i | 14.5 | -3.3 | -0.8 | 11.7 | -8.0 | -4.8
Cc1onc(-c2ccccc2)c1C(=O)Nc1ccc(S(=O)(=O)N2CCCC2)cc1 | -1.1 | -0.4 | i | 14.6 | -6.5 | -0.5 | -1.5 | -1.5 | 4.7
COc1ccc(-n2nc([N+](=O)[O-])c(=NCCc3ccc(Cl)cc3)n2O)cc1 | 0.3 | 2.1 | i | 5.4 | 7.1 | 0.9 | 8.6 | 2.2 | -2.5
COc1ccc2[nH]c(=O)c(CN(Cc3cccs3)Cc3nnnn3C(C)(C)C)cc2c1 | -12.9 | 4.1 | / | -4.1 | -2.9 | 1.6 | -6.3 | 0.2 | -6.2
CCCCCOC(=O)Cn1c(SCC(=O)Nc2ccccc2)nc2c1c(=O)[nH]c(=O)n2C | -12.7 | 0.5 | i | 20.1 | 2.5 | -0.4 | -5.9 | -2.5 | 5.3
C=CCN1CC2CC3(COc4cc(C)cc(C)c4)C=CC2(O3)C1=O (configuration not stated) | 0.5 | -1.1 | i | -3.0 | 5.2 | 1.6 | -5.7 | -8.0 | -1.6
COc1cc(F)ccc1-c1csc(C(O)c2ccc(F)c(F)c2)n1 (configuration not stated) | -2.4 | -1.8 | i | 17.4 | -2.8 | -0.3 | 1.2 | -6.1 | -6.2
COc1ccc(CNS(=O)(=O)c2ccc3c(c2)CCN3C(=O)C2CCC2)cc1 | -3.7 | 8.1 | i | 4.2 | 1.4 | -1.5 | -15.4 | 10.3 | 10.5
CCC(C)(C)NC(=O)c1cc([N+](=O)[O-])ccc1N1CCOCC1 | 5.9 | -2.4 | i | 3.1 | -3.4 | 1.3 | 0.6 | 1.8 | 2.3
O=C(COC(=O)c1ccccc1Br)NC1CCCCCCC1 | -1.0 | 1.2 | i | 11.5 | 5.5 | -0.6 | 20.5 | 27.1 | -5.3
O=C(O)c1ccc(CSCc2ccccc2F)o1 | -4.6 | 0.9 | i | -5.8 | 2.4 | -1.1 | -7.1 | -7.7 | 9.4
Cc1cc(/C([O-])=C(/C(=S)Nc2ccccc2)[n+]2ccccc2)c(C)n1-c1ccccc1 | -14.1 | 1.3 | i | -8.2 | -1.4 | 0.5 | -3.0 | -9.3 | -17.8
COc1ccc(S(=O)(=O)N2CCC(C(=O)NCCc3ccccc3)CC2)cc1OC | -2.8 | -1.0 | i | -0.9 | 3.4 | -1.2 | 10.8 | -6.0 | -3.8
O=C1CCC(c2ccc(-n3ccnc3)cc2)=NN1 | -3.4 | -1.9 | i | -1.0 | -12.1 | -1.3 | -12.3 | -1.7 | -3.9
O=C(CCN1C(=O)/C(=C/c2ccc(Cl)cc2)SC1=S)NCCCn1ccnc1 | -1.3 | -7.9 | i | -5.8 | -0.1 | 1.0 | -9.0 | -6.8 | -4.3
O=C(NC1CCCCCC1)c1ccc(CS(=O)(=O)Cc2ccc(F)cc2)o1 | -6.0 | 0.1 | i | -2.5 | -0.1 | 0.8 | 4.5 | -1.0 | 10.7
CC(C)N(C(=O)Cn1cc(S(=O)(=O)CC(=O)NCCc2ccccc2)c2ccccc21)C(C)C | -0.3 | -1.0 | i | -0.9 | -3.1 | 0.5 | 0.5 | -2.2 | 12.2
CSCCC(NC(=O)COc1ccccc1)C(=O)NCC1COc2ccccc2O1 (configuration not stated) | -9.5 | 1.7 | i | 14.4 | 2.2 | -1.1 | -3.5 | 4.2 | 10.2
Cc1nc(-c2ccc(F)cc2)c(CC(=O)N2CCN(S(=O)(=O)c3cccc(Cl)c3)CC2)s1 | -3.5 | 0.6 | i | 8.1 | -2.0 | -0.6 | 14.4 | -11.9 | -1.3
O=C(NCC(=O)N1CCCCCC1)c1ccc(Cl)cc1 | -0.8 | 2.4 | i | -2.6 | -3.0 | -0.5 | 3.3 | -5.4 | 8.2
O=C1C(=Cc2ccco2)CCCC1=Cc1ccco1 | -4.2 | 5.8 | i | -0.1 | -0.8 | 0.6 | 17.8 | -56.9 | 20.6
CCc1ccc(C(C)(O)C(CN2CCOCC2)c2ccccc2)cc1 (configuration not stated) | -1.7 | 1.2 | i | 1.8 | -5.2 | 0.3 | 9.7 | 3.9 | -11.7
O=C(COC(=O)C1=COCCO1)NC1CCCCCCC1 | -2.8 | 0.1 | i | -7.4 | 2.6 | 3.0 | 7.0 | -3.2 | -3.0
Cc1ccc(S(=O)(=O)NN2CCCCCC2)cc1 | -1.9 | 3.4 | i | -8.0 | 10.6 | 0.2 | -4.2 | 3.6 | -6.5
O=c1c2ccccc2cnn1Cc1n[nH]c(=S)n1C1CC2CCC1C2 (configuration not stated) | -0.1 | 2.3 | i | -2.5 | 6.6 | -0.1 | -5.0 | -2.2 | 8.5
CCCCc1nc(C(N)=O)c2[nH]c(=O)n(-c3ccccc3F)c2n1 | 4.3 | 0.2 | / | -6.4 | -2.8 | / | 12.2 | 5.5 | 6.7
CC(=O)Nc1ccc(NC(=O)C(C)OC(=O)CN(C)S(=O)(=O)c2ccc(Cl)cc2)cc1 (configuration not stated) | -4.0 | -2.6 | i | -2.2 | -1.6 | 3.6 | -16.7 | -0.8 | 7.5
CCC(c1nnnn1-c1ccc2c(c1)OCCO2)N1CCN(c2ccccc2OC)CC1 (configuration not stated) | -10.3 | / | i | 6.7 | 1.6 | 1.1 | -13.0 | -1.8 | -10.5
O=C(OCC(=O)N1CCN(c2ccccc2)CC1)c1cc(Br)ccc1Cl | -4.6 | 4.4 | i | 28.3 | 5.8 | 0.8 | 22.8 | -10.7 | 11.1
COc1ccc(C(=O)C2CCCN(C(=O)c3cnsn3)C2)c(C)c1 (configuration not stated) | -7.5 | 0.9 | i | -2.2 | -0.1 | 0.2 | -9.4 | -3.1 | 5.4
CC(C)(CO)NCC(O)COc1ccc2c(c1)CCC2 (configuration not stated) | -3.6 | 1.9 | i | -15.0 | 2.8 | 0.2 | 8.8 | 2.9 | 3.4
C[C@@]12CCC3[C@@](CCC4[C@@]3(C)CCC[C@@]4(C)C(=O)Nc3ccc(Cl)cc3)(CC1=O)C2 (some centres not stated) | 0.7 | -0.5 | i | 24.5 | -1.0 | -0.3 | -0.2 | -1.1 | 26.5*
CCOC(=O)c1[nH]ncc1CN1CCCC(C(=O)c2cc(Cl)ccc2OC)C1 (configuration not stated) | -2.8 | 0.6 | i | -12.6 | -6.5 | 1.9 | 0.0 | -11.9 | 7.5
Cc1cc(NC(=O)CSc2nc3ccc(Cl)cc3[nH]2)no1 | 1.6 | 3.5 | i | -3.6 | -3.6 | 0.2 | 9.7 | -9.4 | -2.6
COc1ccc(N=C2SC(CC(=O)Nc3ccccc3OC)C(=O)N2Cc2ccco2)cc1 (configuration not stated) | -2.1 | 0.0 | i | 25.7 | 2.6 | 0.3 | 12.0 | -1.3 | 4.3
COc1cc(/C=N/NC(N)=O)cc(Br)c1OCc1ccccc1C | -0.3 | 5.2 | i | -2.9 | 4.0 | -0.9 | -3.7 | -16.7 | 8.6
CCOC(CCNC(=O)c1cc2c(=O)[nH]c3ccccc3c2s1)OCC | 0.2 | -0.1 | / | -5.7 | 3.8 | -0.2 | -5.9 | -2.7 | 3.7
CCCc1nc(SCC(=O)Nc2ccccc2)c2c(=O)n(C)c(=O)n(C)c2n1 | 2.6 | 0.9 | i | -8.1 | -5.7 | 0.0 | 18.8 | -8.4 | -4.9
CCCS(=O)(=O)c1c(S(=O)(=O)CCC)c2cc(CC)ccn2c1C(=O)OC | -1.0 | -0.2 | i | 16.2 | -10.5 | 2.0 | -16.0 | -3.6 | 10.6
COc1ccc(S(=O)(=O)N(C)C)cc1NC(=O)CCNC(=O)c1ccccc1OC | -1.4 | 1.9 | i | -3.5 | 4.5 | -0.7 | 16.8 | -2.9 | 3.3
FC(F)(F)C(F)(F)C(F)(F)c1nc2nc(Cl)c(Cl)nc2[nH]1 | -4.7 | -6.7 | i | -9.2 | -8.7 | 2.8 | 20.1 | -3.2 | 8.8
Cc1ccc2[nH]c(=O)c(NC(N)=S)nc2c1 | -3.1 | -3.8 | i | -6.7 | 3.5 | 1.6 | 13.9 | -0.7 | 14.9
COc1cccc(/C=C/C(=O)NNC(=O)c2ccncc2)c1 | -2.1 | -0.2 | i | -6.6 | 0.0 | 3.1 | -10.8 | -13.0 | 7.5
Cc1cc(C)cc(OCc2nnc(N)s2)c1 | -11.0 | -1.2 | i | -5.4 | 6.0 | 0.4 | -4.5 | 1.5 | -1.8
COc1ccc(NC(=O)COC(=O)CCNC(=O)c2ccco2)cc1Cl | -1.1 | 1.0 | i | -9.1 | 2.3 | 0.4 | 19.1 | 8.9 | -3.5
